High-throughput results deposited in PubChem BioAssay by National Center for Advancing Translational Sciences (NCATS).
12-LOX inh – blocks human arachidonate 12S-lipoxygenase | P18054 | purified 12hLO, xylenol orange hydroperoxide absorbance | Potency, µM (top dose mostly 108 µM), for inactives: at the top dose activity change, negative = inhibition, usual class: inhibitors | 580,000 tested, 1.1% active | AID 1671190
Target sequence (P18054 whole entry, looked up): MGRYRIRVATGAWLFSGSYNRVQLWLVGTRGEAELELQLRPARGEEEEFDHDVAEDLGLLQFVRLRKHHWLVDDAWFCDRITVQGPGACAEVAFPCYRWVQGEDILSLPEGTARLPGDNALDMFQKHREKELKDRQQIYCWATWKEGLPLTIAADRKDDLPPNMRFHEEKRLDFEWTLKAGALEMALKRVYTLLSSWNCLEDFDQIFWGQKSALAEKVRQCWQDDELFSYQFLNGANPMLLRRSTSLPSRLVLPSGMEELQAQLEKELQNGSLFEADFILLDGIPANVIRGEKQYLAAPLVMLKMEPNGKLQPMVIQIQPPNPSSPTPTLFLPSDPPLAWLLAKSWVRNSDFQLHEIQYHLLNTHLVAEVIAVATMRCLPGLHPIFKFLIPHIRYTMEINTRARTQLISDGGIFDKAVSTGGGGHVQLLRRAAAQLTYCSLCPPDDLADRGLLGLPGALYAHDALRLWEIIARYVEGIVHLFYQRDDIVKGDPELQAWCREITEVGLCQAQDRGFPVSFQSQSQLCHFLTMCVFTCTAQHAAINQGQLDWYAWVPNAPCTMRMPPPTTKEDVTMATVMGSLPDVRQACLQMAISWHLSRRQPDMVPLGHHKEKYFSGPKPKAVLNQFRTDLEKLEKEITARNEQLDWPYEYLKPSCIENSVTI
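Hydroperoxide product was detected by ferrous iron/xylenol orange as the 573 to 405 nm absorbance ratio. Arachidonic acid at 40 uM (final) was turned over for 30 min at room temperature by 150 nM human 12hLO, pH 7.0 Hepes buffer, after 15 min compound preincubation.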
PGK inhibitor – inhibitors of T. brucei phosphoglycerate kinase | P07378 | PGK/GAPDH coupled, Kinase-Glo luminescence, 60 min | Potency, µM (top dose mostly 57.5 µM), for inactives: top-dose activity change, negative = inhibition, most hits filed as inhibitors | 380,000 tested, 0.043% active | AID 602233; note: nearly all actives have a fitted effect of over 60% in size
Target sequence (P07378 whole entry, looked up): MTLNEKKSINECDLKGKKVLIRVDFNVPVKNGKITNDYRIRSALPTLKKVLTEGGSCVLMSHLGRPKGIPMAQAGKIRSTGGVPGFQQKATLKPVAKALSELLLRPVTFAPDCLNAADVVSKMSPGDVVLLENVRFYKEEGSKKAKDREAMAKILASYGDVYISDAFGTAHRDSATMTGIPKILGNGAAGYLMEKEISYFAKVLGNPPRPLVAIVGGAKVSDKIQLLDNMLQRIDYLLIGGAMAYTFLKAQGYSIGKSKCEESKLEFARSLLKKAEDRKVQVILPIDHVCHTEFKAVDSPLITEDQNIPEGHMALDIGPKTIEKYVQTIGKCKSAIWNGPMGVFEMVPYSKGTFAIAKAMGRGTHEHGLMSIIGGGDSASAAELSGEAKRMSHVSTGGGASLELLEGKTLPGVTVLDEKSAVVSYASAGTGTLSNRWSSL
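Luminescent ATP detection (Kinase-Glo Plus) follows a 60-minute room-temperature incubation, with wells lacking PGK as controls. Buffer: 100 mM TEA (pH 7.6), 5 mM MgCl2, 0.01% Tween-20. Coupling enzyme GAPDH (100 nM final) supplies unstable 1,3-BPG in-well.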
GLS inhibitor – blocks human kidney-isoform glutaminase activity. O94925. GLS enzymatic activity, qHTS titration. Potency, µM (highest dose often 45.5 µM), inactives show top-dose activity change, negative = inhibition, hits mostly inhibitors. 410,000 tested, 0.21% active. AID 624170
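Enzyme dispensed in phosphate buffer (45 mM, pH 8.2, 0.02% Tween-20), compounds pinned in, then 1 mM L-glutamine solution and the glutamate oxidase–HRP–Amplex Red mix added; fluorescence read immediately and again after 30 min at room temperature.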
Numbers without * were called inactive; & = joins results of further samples; [ ] = remark or other dose. Calls come from the whole dose curve; as a rule, active = well fitted curve in the direction sought with a large enough effect; inconclusive = small, poorly fitted or top-dose-only effect, or another doubt; inactive = no such curve, though single readings can be large; an effect the other way counts as inactive or inconclusive. % is set by controls: 0 for no effect and ±100 for the full control effect; potency is the fitted concentration of half-maximal effect.

C#CCN(C[C@@H]1[C@@H](OC(=O)Nc2cccs2)[C@@H](OC(=O)Nc2cccs2)Cn2c(=O)ccc(=O)n21)S(=O)(=O)c1ccc(C)cc1 was read as 12-LOX inh inconclusive, PGK inhibitor inactive and GLS inhibitor 6%.
CCCCN1C(=O)C(CC(=O)NCC2CCCCC2)CC(C(=O)N(C)C)=C1C (stereo not drawn) was read as 12-LOX inh 4%, PGK inhibitor 8% and GLS inhibitor -2%.
C[C@H]1CN([C@@H](C)CO)C(=O)c2cc(C#Cc3cccnc3)cnc2O[C@H]1CN(C)Cc1ccc(F)cc1 was read as 12-LOX inh -15%, PGK inhibitor -1% and GLS inhibitor -21%.
`CCCc1c(C(=O)N/N=C/C2CC=CCC2)nnn1-c1nonc1N` (stereo not drawn) gave 12-LOX inh -1%, PGK inhibitor 4% and GLS inhibitor 1%.
COc1ccc(NC(=O)[C@H](C)NS(=O)(=O)c2ccc(NC(C)=O)cc2)cc1Cl was read as 12-LOX inh -20%, PGK inhibitor -5% and GLS inhibitor 0%.
For O=C(OCc1cn([C@@H]2C[C@H](c3ccc(Cl)cc3)N(C(=O)c3cccs3)C[C@H]2O)nn1)c1ccccc1 the results were 12-LOX inh -6%, PGK inhibitor -5% and GLS inhibitor -1%.
Screening Cc1ccc(S(=O)(=O)N(C)C[C@@H]2Oc3ncc(Br)cc3C(=O)N([C@H](C)CO)C[C@H]2C)cc1 returned 12-LOX inh -19%, PGK inhibitor inactive and GLS inhibitor -2%.
CCCCN(C(=O)c1cccc(-n2cnnn2)c1)c1c(N)n(CCCC)c(=O)[nH]c1=O was read as 12-LOX inh -7%, PGK inhibitor -6% and GLS inhibitor 2%.
`CCOc1ccccc1NC(=O)c1ccc2c(O)c(S(=O)(=O)c3ccccc3)c(=O)[nH]c2c1` gave 12-LOX inh -26%, PGK inhibitor 8% and GLS inhibitor 37%[activator].
Cc1ccc2c(=O)n3c(nc2c1)C(C)NC(=O)c1cccnc1-3 (stereo not drawn) was read as 12-LOX inh 0%, PGK inhibitor 7% and GLS inhibitor 3%.
`C[C@@H]1CN([C@@H](C)CO)C(=O)CCCn2nncc2CO[C@H]1CN(C)C(=O)Nc1ccccc1F` gave 12-LOX inh 1%, PGK inhibitor inactive and GLS inhibitor 1%.
Screening COc1cc(C=C2CN(C)C(=O)C2=O)ccc1O returned 12-LOX inh inconclusive, PGK inhibitor -7% and GLS inhibitor 17%.
For CN1CCC(OC2c3ccccc3CCc3ccccc32)CC1 the results were 12-LOX inh -7%, PGK inhibitor -7% and GLS inhibitor -7%.
O=S(=O)(c1ccc(F)c(F)c1)N1CCCCCCC1 was read as 12-LOX inh 2%, PGK inhibitor inactive and GLS inhibitor -1%.
Screening CCCn1c(=S)[nH]c2cc(C(=O)N3CCN(c4ccc(F)cc4)CC3)ccc2c1=O returned 12-LOX inh 3%, PGK inhibitor -7% and GLS inhibitor 1%.
`CC(=O)N1CCN(c2cc(-c3ccccc3)nc3cc(-c4cccc(Cl)c4)nn23)CC1` gave 12-LOX inh -3%, PGK inhibitor -4% and GLS inhibitor -8%.
Screening O=C(Nc1nc(-c2ccc3c(c2)OCCO3)cs1)c1ccc(Br)o1 returned 12-LOX inh -28%, PGK inhibitor 0% and GLS inhibitor 5%.
Screening CCn1c2ccccc2nc2cc3c(cc21)c(Cl)c(=O)c1ccccc13 returned 12-LOX inh -24%, PGK inhibitor -9% and GLS inhibitor -9%.
For COc1cc(Cl)ccc1OCc1cc(C(=O)N2CCN(C)C(=O)[C@@H]2C)no1 the results were 12-LOX inh 1%, PGK inhibitor -1% and GLS inhibitor -4%.
Screening Cc1coc2c(C)c3oc(=O)c(CCC(=O)N[C@H](C(=O)O)C(C)C)c(C)c3cc12 returned 12-LOX inh -8%, PGK inhibitor 2% and GLS inhibitor 1%.
For COc1cc([N+](=O)[O-])c(C)cc1NC(=O)c1ccc(OC)c(OC)c1 the results were 12-LOX inh -1%, PGK inhibitor inactive and GLS inhibitor 1%.
`Cc1ccc(S(=O)(=O)/N=C2\C=C(NS(=O)(=O)c3ccc(C)cc3)C(=O)c3ccccc32)cc1` gave 12-LOX inh 16µM*, PGK inhibitor -6% and GLS inhibitor -2%.
For Cc1cc(Br)ccc1NC(=O)CN(C)C(=O)c1ccccc1OCc1c(C)noc1C the results were 12-LOX inh -7%&-12%, PGK inhibitor -4% and GLS inhibitor -5%.
`O=S(=O)(c1ccccc1)N1CC2CC(Br)C(Br)CC21` (stereo not drawn) gave 12-LOX inh -2%, PGK inhibitor 6% and GLS inhibitor 7%.
`CC(C)[C@H](NC(=O)c1ccc(Cl)cc1)C(=O)Nc1cccc(S(=O)(=O)N2CCOCC2)c1` gave 12-LOX inh inconclusive, PGK inhibitor 7% and GLS inhibitor 0%.
Screening c1ccc2c(c1)nnn2-c1ccncc1 returned 12-LOX inh 8%, PGK inhibitor -8% and GLS inhibitor 3%.
Screening O=C(Nc1ccc([N+](=O)[O-])cc1Cl)c1cccc([N+](=O)[O-])c1 returned 12-LOX inh inconclusive, PGK inhibitor 0% and GLS inhibitor 1%.
`Cc1ccc([C@H]2N[C@]3(CCCN(CC4CCCCC4)C3=O)[C@H]3C(=O)N(Cc4ccccc4)C(=O)[C@@H]23)cc1` gave 12-LOX inh inconclusive, PGK inhibitor -9% and GLS inhibitor -3%.
For COCCNc1oc(/C=C/c2cccc(OC)c2)nc1S(=O)(=O)c1ccccc1 the results were 12-LOX inh -20%, PGK inhibitor -6% and GLS inhibitor -1%.
Screening CC(=O)Nc1ccc(S(=O)(=O)N[C@@H](C)C(=O)OCC(=O)c2ccc(Br)s2)cc1 returned 12-LOX inh inconclusive, PGK inhibitor 0% and GLS inhibitor 1%.
`C[C@@H]1CCCCO[C@@H](CN(C)C(=O)CCC(F)(F)F)[C@@H](C)CN([C@H](C)CO)C(=O)c2cc(N(C)C)ccc2O1` gave 12-LOX inh inconclusive, PGK inhibitor -1% and GLS inhibitor 7%.
For CC(C)C1CCN(C(=O)C2CCC(=O)N(C3CCCCCC3)C2)CC1 (stereo not drawn) the results were 12-LOX inh 4%, PGK inhibitor -8% and GLS inhibitor 0%.
For Cc1ccccc1OCC(=O)OCC(=O)NC1CCCC1 the results were 12-LOX inh 1%, PGK inhibitor 4% and GLS inhibitor -2%.
Screening O=C(COc1ccccc1)Nc1c2c(nn1-c1ccc(F)cc1)CS(=O)C2 (stereo not drawn) returned 12-LOX inh 9%, PGK inhibitor -7% and GLS inhibitor 7%.
`Cc1c(Cl)cccc1N=C1NC(=O)CS1` gave 12-LOX inh 19%, PGK inhibitor -5% and GLS inhibitor -4%.
`C[C@H]1CN([C@@H](C)CO)C(=O)CCCn2cc(nn2)CO[C@@H]1CN(C)C(=O)Cc1ccccc1` gave 12-LOX inh -4%, PGK inhibitor 4% and GLS inhibitor -2%.
COc1ccccc1OCC(=O)N/N=C(\C)c1ccc2ccccc2c1 was read as 12-LOX inh 5%, PGK inhibitor -9% and GLS inhibitor 0%.
COCCCNC1=C(C#N)C(=O)NC2(CCCC2)S1 was read as 12-LOX inh inconclusive, PGK inhibitor -1% and GLS inhibitor -1%.
For C[C@@H]1CN([C@H](C)CO)C(=O)c2cc(Br)cnc2O[C@@H]1CN(C)Cc1ccc(F)cc1 the results were 12-LOX inh -62%, PGK inhibitor -4% and GLS inhibitor -2%.
`COc1cccc(NC(=O)COC(=O)c2ccc3c(c2)OCCO3)c1` gave 12-LOX inh 4%, PGK inhibitor 6% and GLS inhibitor 8%.

By substructure, the entries above with bromine
Screening Cc1ccc(S(=O)(=O)N(C)C[C@@H]2Oc3ncc(Br)cc3C(=O)N([C@H](C)CO)C[C@H]2C)cc1 returned 12-LOX inh -19%, PGK inhibitor inactive and GLS inhibitor -2%.
Screening O=C(Nc1nc(-c2ccc3c(c2)OCCO3)cs1)c1ccc(Br)o1 returned 12-LOX inh -28%, PGK inhibitor 0% and GLS inhibitor 5%.
For Cc1cc(Br)ccc1NC(=O)CN(C)C(=O)c1ccccc1OCc1c(C)noc1C the results were 12-LOX inh -7%&-12%, PGK inhibitor -4% and GLS inhibitor -5%.
`O=S(=O)(c1ccccc1)N1CC2CC(Br)C(Br)CC21` (stereo not drawn) gave 12-LOX inh -2%, PGK inhibitor 6% and GLS inhibitor 7%.
Screening CC(=O)Nc1ccc(S(=O)(=O)N[C@@H](C)C(=O)OCC(=O)c2ccc(Br)s2)cc1 returned 12-LOX inh inconclusive, PGK inhibitor 0% and GLS inhibitor 1%.
For C[C@@H]1CN([C@H](C)CO)C(=O)c2cc(Br)cnc2O[C@@H]1CN(C)Cc1ccc(F)cc1 the results were 12-LOX inh -62%, PGK inhibitor -4% and GLS inhibitor -2%.

(listing goes on)
CC(=O)N(c1ccccc1)c1ccccc1[N+](=O)[O-] was read as 12-LOX inh -1%, PGK inhibitor -4% and GLS inhibitor -7%.
For CC(Sc1nnc(-c2ccccc2F)n1C)C(=O)Nc1ccc(N2CCOCC2)cc1 (stereo not drawn) the results were 12-LOX inh -1%, PGK inhibitor -4% and GLS inhibitor 27%.
`CCN(CC(=O)Nc1c(F)cccc1F)C(=O)CCCSc1nc2ccccc2[nH]1` gave 12-LOX inh -6%, PGK inhibitor -2% and GLS inhibitor 0%.
`COc1ccc(-c2ccc(CN3C(CC(C)C)C(=O)N(Cc4cn(CCC5OCCO5)nn4)CCS3(=O)=O)cc2)cc1OC` (stereo not drawn) gave 12-LOX inh -4%, PGK inhibitor 1% and GLS inhibitor 1%.
For O=C(COC(=O)c1cc([N+](=O)[O-])ccc1N1CCOCC1)NCc1ccccc1 the results were 12-LOX inh inconclusive, PGK inhibitor 7% and GLS inhibitor 0%.
Screening C[C@H](CO)N1C[C@H](C)[C@@H](CN(C)S(=O)(=O)c2ccc(C#N)cc2)OCc2cn(nn2)CCCC1=O returned 12-LOX inh -17%, PGK inhibitor -7% and GLS inhibitor -5%.
`O=C(COC(=O)C1CC1)Nc1cccc(Cl)c1` gave 12-LOX inh -3%, PGK inhibitor inactive and GLS inhibitor -5%.
For Cc1ccc(F)cc1NC(=O)COC(=O)C1CC2CCCC(C1)C2=O (stereo not drawn) the results were 12-LOX inh -16%, PGK inhibitor inactive and GLS inhibitor 0%.
`CC(=O)N1N=C(c2ccc(Br)cc2)CC1c1cccc([N+](=O)[O-])c1` (stereo not drawn) gave 12-LOX inh -8%, PGK inhibitor 1% and GLS inhibitor 0%.
For COc1ccc(CNC(=O)O[C@H]2Cn3c(=O)ccc(=O)n3[C@@H]3CN(S(=O)(=O)c4ccc(C)cc4)C[C@]23O)cc1OC the results were 12-LOX inh 3%, PGK inhibitor 1% and GLS inhibitor 11%.
Screening COc1ccc(Cl)cc1NS(=O)(=O)c1cccc(C(=O)NCCCN2CCOCC2)c1 returned 12-LOX inh -2%, PGK inhibitor 6% and GLS inhibitor 3%.
For CCCc1c(C(=O)N/N=C(\C)c2cccnc2)nnn1-c1nonc1N the results were 12-LOX inh -20%, PGK inhibitor 2% and GLS inhibitor 9%.
`Cc1cccc(N(CC(=O)NCc2ccco2)S(=O)(=O)c2ccccc2)c1` gave 12-LOX inh 0%, PGK inhibitor 5% and GLS inhibitor -1%.
Screening O=C(c1ccoc1)N1CCN(c2cc(-c3cccc(F)c3)nc3cc(-c4cccc(Cl)c4)nn23)CC1 returned 12-LOX inh inconclusive, PGK inhibitor inactive and GLS inhibitor 9%.
For COCOCCn1cc(CN2CCS(=O)(=O)N(Cc3ccc(-c4ccc(Cl)c(Cl)c4)cc3)C(C(C)C)C2=O)nn1 (stereo not drawn) the results were 12-LOX inh inconclusive, PGK inhibitor -6% and GLS inhibitor 2%.
For O=C(COC(=O)C1COc2ccccc2O1)c1ccccc1 (stereo not drawn) the results were 12-LOX inh 8%, PGK inhibitor 5% and GLS inhibitor 8%.
Screening COC(=O)C[C@@H]1C[C@@H]2c3cc(NS(=O)(=O)c4ccccc4)ccc3O[C@@H]2[C@@H](CO)O1 returned 12-LOX inh inconclusive, PGK inhibitor inactive and GLS inhibitor 23%.
`Cc1ccc(C)c(OCC(=O)OCc2csc(CC(=O)Nc3ccccc3C)n2)c1` gave 12-LOX inh -8%, PGK inhibitor -8% and GLS inhibitor -12%.
Screening COc1ccc(N2CCN(C(=O)c3ccc(CS(=O)c4cccc(Cl)c4)o3)CC2)cc1 (stereo not drawn) returned 12-LOX inh -12%, PGK inhibitor 7% and GLS inhibitor 35%[activator].
C[C@@H]1CN([C@@H](C)CO)C(=O)c2c(c3ccccc3n2C)-c2ccccc2CO[C@H]1CN(C)S(=O)(=O)c1ccc(C(F)(F)F)cc1 was read as 12-LOX inh -16%, PGK inhibitor 5% and GLS inhibitor 2%.
For CC(=O)C(Cc1ccccc1)NC(=O)COC(=O)c1cc(S(=O)(=O)N2CCOCC2)ccc1F (stereo not drawn) the results were 12-LOX inh 7%, PGK inhibitor -7% and GLS inhibitor 6%.

This is a subset. The share of hits here may be higher or lower than overall.
